Compound activity from PubChem BioAssay.
GC-A act: GC-A (human) enzyme activation; HEK293 GC-A cells, cGMP TR-FRET, EC30 ANP; 0% at EC30 ANP, 100% saturating ANP; 370,000 tested, 0.14% active; AID 1671463; P16066; activation, % at 10 µM; in the data active = activation above about 40%
SMARCA2 act: SMARCA2 function activation, primary screen; activation, % at 9.1 µM; AID 652017; 370,000 tested, 1% active; MG213 cells, MMTV-luciferase reporter, dexamethasone, overnight; in the data active = activation above about 7.8%;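 note: 0% = vehicle wells and 100% = reference activator wells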
ASAP1 GAP inh: inhibitors of human ASAP1 ArfGAP activity; inhibition, % at 16.5 µM; ASAP1-stimulated ARF1 GTP hydrolysis, GDP FP detection; 360,000 tested, 0.19% active; AID 624377; Q9ULH1; in the data active = inhibition above about 25%;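 note: 0% = vehicle with enzyme and substrate and 100% = no enzyme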
rCAG binder: r(CAG) repeat RNA binding. inhibition, % at 3 µM. AID 651821. TO-PRO-1 dye displacement fluorescence. 370,000 tested, 1.3% active;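 active = inhibition above the plate cutoff, the mean of all test compounds on that plate plus 3 SD, cut at about 35% in these data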;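 note: 0% = DMSO alone and 100% = 100 µM mitoxantrone as full dye displacement; higher means more dye released from RNA so lower well fluorescence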
NR1D1 modulator: modulators of human Rev-erb alpha DNA binding; P20393; Rev-erbα–FITC-DNA binding, fluorescence polarization, 90 min; activity, % at 10 µM; 370,000 tested, 0.79% active;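 active = activity above about 14%, limit read from the data; passing the limit was not always enough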;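 note: 0% = DMSO wells with 35 nM protein and 100% = DMSO wells with 750 nM protein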
PG9 Ab binder: small molecules binding HIV-1 gp120 antibody PG9; inhibition, % at 6.7 µM; 360,000 tested, 0.43% active; TR-FRET gp120-PG9 antibody binding; in the data active = inhibition above about 8.5%
HTRA1 inhibitor: HTRA1 (human) protease inhibition | recombinant HTRA1, FP-rhodamine activity-based probe, fluorescence polarization | AID 504803 | 340,000 tested, 0.5% active | inhibition, % at 5.96 µM; in the data active = inhibition above about 36%;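 note: 0% = enzyme with DMSO and 100% = wells lacking enzyme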
ARFGAP1 inhibitor: inhibitors of rat ARFGAP1. 360,000 tested, 0.26% active. AID 651572. inhibition, % at 16.5 µM. Arfgap1-stimulated ARF1 GTP hydrolysis, GDP FP detection;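 active = inhibition above a per-plate limit, mean inhibition of low control wells plus 3 SD, cut at about 25% in these data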;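 note: 0% = DMSO wells with enzyme and 100% = wells lacking Arfgap1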
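Assay system: purified rat His6-Arfgap1 residues 1-136 (GAP domain); Reagent: human Δ17 ARF1 bound to GTP; Dosing: 16.5 µM single point, 1.26% DMSO; Times: GTP hydrolysis reaction 2 h at 25 °C; Signal: FP, GDP Alexa 633 tracer displaced from anti-GDP antibody, 620/688 nm; Measure: % inhibition from polarization.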
ABHD4 inh: inhibits mouse alpha/beta hydrolase domain 4. inhibition, % at 8.92 µM. AID 720543. Q8VD66. 370,000 tested, 0.54% active. purified mABHD4, FP-Rh probe fluorescence polarization;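 active = inhibition exceeding the mean over every tested compound plus 3 SD, cut at about 30% in these data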;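 note: 0% = plate median of compound wells and 100% = S159A mutant with DMSO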
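Assay system: wild-type mouse ABHD4 protein; compound: single nominal dose of 8.92 µM, 0.89% DMSO final; schedule: 45 min + 60 min at 25 °C; measured by: FP readout, ex 525 nm / em 598 nm; evaluation: % inhibition of FP-Rh probe binding versus controls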
NPR2 activator: GC-B (human) receptor activation; activation, % at 10 µM; AID 1920062; 370,000 tested, 0.11% active; HEK293-GC-B cells, CNP EC30, cGMP TR-FRET; 0% at EC30 CNP, 100% saturating CNP;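 active = activation at 10 µM reaching about 35% in either raw or pattern-adjusted values, limit read from the data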
Target sequence (P20594 whole entry, looked up): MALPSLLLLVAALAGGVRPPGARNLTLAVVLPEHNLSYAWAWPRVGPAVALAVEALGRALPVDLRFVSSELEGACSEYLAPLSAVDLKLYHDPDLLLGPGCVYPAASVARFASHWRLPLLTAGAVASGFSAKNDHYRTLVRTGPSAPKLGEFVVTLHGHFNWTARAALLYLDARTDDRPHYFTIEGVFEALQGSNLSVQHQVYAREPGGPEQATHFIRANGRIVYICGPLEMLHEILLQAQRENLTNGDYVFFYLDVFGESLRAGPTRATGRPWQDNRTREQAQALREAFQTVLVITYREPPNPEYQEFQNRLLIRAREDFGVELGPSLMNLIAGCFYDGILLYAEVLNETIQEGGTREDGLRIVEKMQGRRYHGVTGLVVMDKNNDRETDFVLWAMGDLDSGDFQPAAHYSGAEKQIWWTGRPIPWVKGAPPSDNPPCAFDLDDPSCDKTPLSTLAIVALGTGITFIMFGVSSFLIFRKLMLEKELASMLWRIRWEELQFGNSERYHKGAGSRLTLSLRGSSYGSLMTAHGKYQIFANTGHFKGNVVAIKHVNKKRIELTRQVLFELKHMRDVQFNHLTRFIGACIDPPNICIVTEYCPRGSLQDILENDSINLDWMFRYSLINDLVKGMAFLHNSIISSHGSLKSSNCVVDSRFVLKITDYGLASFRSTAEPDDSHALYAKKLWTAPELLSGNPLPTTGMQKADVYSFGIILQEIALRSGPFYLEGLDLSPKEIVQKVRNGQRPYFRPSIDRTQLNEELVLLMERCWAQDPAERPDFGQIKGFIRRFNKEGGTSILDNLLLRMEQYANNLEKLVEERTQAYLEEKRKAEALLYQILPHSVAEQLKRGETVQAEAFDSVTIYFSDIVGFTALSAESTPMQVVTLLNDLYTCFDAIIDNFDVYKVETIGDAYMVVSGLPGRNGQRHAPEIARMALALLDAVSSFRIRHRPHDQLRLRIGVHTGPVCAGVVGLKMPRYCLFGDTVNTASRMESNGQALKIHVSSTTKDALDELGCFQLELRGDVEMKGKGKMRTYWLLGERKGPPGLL
An asterisk follows results filed as active; . = no result given.

1) Clc1ccc(-c2n[nH]c3c2CCC3)cc1Cl
2) COc1cccc(NC(=O)c2cc3ccccc3oc2=O)c1
3) CNC[C@H](O)c1ccc(O)c(O)c1
4) Cc1ccccc1-c1nnc(SC(C)C(=O)NC2CCCC2)o1 (stereo unspecified)
5) Cc1nn(C)cc1S(=O)(=O)Nc1ccc(C(F)(F)F)cc1
6) COc1ccc(SC[C@H](Cc2ccccc2)N2CCN(C)CCC2=O)cc1
7) C/C(=N\NC(=O)OC(C)(C)C)c1ccc[nH]1
8) CC(C)CCC(CCNCc1ccccn1)c1ccc(Cl)cc1 (stereo unspecified)

assay / compound	1	2	3	4	5	6	7	8
GC-A act	-7	-2	0	-2	3	-4	2	-55
SMARCA2 act	0	4	-1	-3	-2	-2	3	4
ASAP1 GAP inh	2	12	-3	-7	14	-7	9	4
rCAG binder	2	0	5	-2	-4	-6	-1	-3
NR1D1 modulator	5	-5	-9	6	-2	4	-3	0
PG9 Ab binder	-1.5	-1.9	-3.8	-1.2	-1.9	-3.8	1.3	-2.2
HTRA1 inhibitor	-43	-1	5	-3	2	0	3	19
ARFGAP1 inhibitor	4	10	4	-1	-1	-8	-1	31*
ABHD4 inh	-10	-12	21	2	2	-3	3	25
NPR2 activator	0	27	-2	-6	0	-4	6	-19

9) O=C(NC1CCCN(Cc2ccc(Cl)cc2)C1)c1c(F)ccc(F)c1F (stereo unspecified)
10) CCOC(=O)c1cc2c(N)c(C(=O)c3cc(C#N)c(SC)nc3C)sc2nc1C
11) CCN(CC)C(=O)c1nn(Cc2ccccc2)c(=O)c2ccccc12
12) Cc1cc(-c2cc(C(=O)NC3CCCC3)on2)nc(NC2CCCC2)n1
13) CCCCCn1cnc2sc(CC)cc2c1=O
14) COc1ccccc1-n1cnc2cc(NCc3cccs3)ccc21
15) O=S(=O)(c1ccc(Cl)s1)N1CCc2ccccc2C1
16) O=C(c1ccco1)N1CCN(S(=O)(=O)c2ccc([N+](=O)[O-])cc2)CC1

assay / compound	9	10	11	12	13	14	15	16
GC-A act	3	18	0	1	0	-10	1	0
SMARCA2 act	-2	0	0	1	1	0	-1	1
ASAP1 GAP inh	-1	-3	2	-3	-6	11	3	-6
rCAG binder	-2	3	-6	-1	-4	4	-1	1
NR1D1 modulator	1	3	3	3	-4	7	-1	-2
PG9 Ab binder	-0.6	-0.9	1.1	0.8	0.7	3.3	-2.3	-0.4
HTRA1 inhibitor	-3	0	0	-8	-33	-5	-14	-13
ARFGAP1 inhibitor	-1	-2	-3	1	6	-9	-4	17
ABHD4 inh	-3	-1	-2	-3	3	-1	-4	2
NPR2 activator	3	27	-3	6	1	1	2	1

17) CN1CCN(C(=O)C(=O)c2cn(CC(=O)N3CCCC3)c3ccccc23)CC1
18) O=C(O)c1ncn(Cc2ccccc2)c1C(=O)O
19) O=C1NC(=Nc2ccccc2Br)SC1(CO)CO
20) COc1ccc(NC(=O)c2cc(-c3ccco3)nc3ccccc23)cn1
21) CC(C)(C)c1ccc(/C=C2\Oc3cc(OC(=O)N4CCOCC4)ccc3C2=O)cc1
22) O=C(CCN1C(=O)c2ccccc2C1=O)Nc1ccc(S(=O)(=O)N2CCOCC2)cc1
23) CSc1nc(C2CC2)cc(-c2cccs2)c1C#N
24) CCCCCC(=O)Nc1nc(C)c(-c2csc(Nc3ccccc3OC)n2)s1

assay / compound	17	18	19	20	21	22	23	24
GC-A act	1	0	-1	5	-7	-2	-5	-4
SMARCA2 act	-3	-3	-2	0	-4	.	0	1
ASAP1 GAP inh	-11	-14	5	-8	7	.	3	2
rCAG binder	0	-1	0	31	13	.	2	26
NR1D1 modulator	-2	-4	-1	-20	0	7	5	-3
PG9 Ab binder	-1.1	-1.1	0.3	0.8	-2.3	.	0.3	1.8
HTRA1 inhibitor	10	0	3	0	-2	-4	0	16
ARFGAP1 inhibitor	4	-7	3	8	5	.	6	12
ABHD4 inh	8	1	0	-2	67*	.	-10	18
NPR2 activator	-2	0	6	-1	-4	-2	-3	0

Given with tabs: entries from further up.
nr	Structure	GC-A act	SMARCA2 act	ASAP1 GAP inh	rCAG binder	NR1D1 modulator	PG9 Ab binder	HTRA1 inhibitor	ARFGAP1 inhibitor	ABHD4 inh	NPR2 activator
17	CN1CCN(C(=O)C(=O)c2cn(CC(=O)N3CCCC3)c3ccccc23)CC1	1	-3	-11	0	-2	-1.1	10	4	8	-2
18	O=C(O)c1ncn(Cc2ccccc2)c1C(=O)O	0	-3	-14	-1	-4	-1.1	0	-7	1	0

Later entries:
25) CCCCS(=O)(=O)N1CCC(C(=O)NCC2CCCO2)CC1 (stereo unspecified)
26) COC(=O)c1ccc(Oc2c(C)oc3cc(OCc4cnn(-c5ccccc5)c4)ccc3c2=O)cc1
27) C[C@H]1CNC(=O)c2c(C(=O)N3CCN(C(=O)OC(C)(C)C)CC3)ncn21
28) O=C(COc1ccc([N+](=O)[O-])cc1Cl)N(C1CCCCC1)C1CCS(=O)(=O)C1 (stereo unspecified)
29) O=C(Cc1cccc2ccccc12)NCC(=O)N1CCN(Cc2cccc(C(F)(F)F)c2)CC1
30) CCCn1nnc(NC(=S)NC(=O)c2ccccc2OC)n1
31) CCOC(=O)c1ccc(Oc2nc(NC)nc(SC)n2)cc1
32) O=C(COC(=O)/C=C/c1ccc(S(=O)(=O)N2CCOCC2)cc1)NCc1ccc(Cl)cc1

assay / compound	25	26	27	28	29	30	31	32
GC-A act	-2	3	-10	-2	-5	3	-2	-3
SMARCA2 act	1	-3	-1	1	-5	-1	2	-2
ASAP1 GAP inh	10	8	-9	24	-1	-8	7	-15
rCAG binder	-1	3	-1	-5	1	0	-4	-2
NR1D1 modulator	-6	-2	-4	-1	2	-4	1	-2
PG9 Ab binder	-1.1	0.0	-1.2	0.1	-0.8	-0.6	-0.4	-1.1
HTRA1 inhibitor	9	2	.	-9	-14	1	3	5
ARFGAP1 inhibitor	0	-5	-9	-3	10	-3	9	3
ABHD4 inh	-1	8	-4	0	-6	0	-6	-3
NPR2 activator	-2	2	-10	2	-6	-1	2	-3

Part of the list above, as tab-separated lines:
item	Structure	GC-A act	SMARCA2 act	ASAP1 GAP inh	rCAG binder	NR1D1 modulator	PG9 Ab binder	HTRA1 inhibitor	ARFGAP1 inhibitor	ABHD4 inh	NPR2 activator
26	COC(=O)c1ccc(Oc2c(C)oc3cc(OCc4cnn(-c5ccccc5)c4)ccc3c2=O)cc1	3	-3	8	3	-2	0.0	2	-5	8	2
27	C[C@H]1CNC(=O)c2c(C(=O)N3CCN(C(=O)OC(C)(C)C)CC3)ncn21	-10	-1	-9	-1	-4	-1.2	.	-9	-4	-10
28	O=C(COc1ccc([N+](=O)[O-])cc1Cl)N(C1CCCCC1)C1CCS(=O)(=O)C1 (stereo unspecified)	-2	1	24	-5	-1	0.1	-9	-3	0	2

Five compounds out of the list above, sorted by their value in NPR2 activator, high to low:
cpd | Structure | GC-A act | SMARCA2 act | ASAP1 GAP inh | NR1D1 modulator | PG9 Ab binder | HTRA1 inhibitor | ARFGAP1 inhibitor | ABHD4 inh | NPR2 activator
31 | CCOC(=O)c1ccc(Oc2nc(NC)nc(SC)n2)cc1 | -2 | 2 | 7 | 1 | -0.4 | 3 | 9 | -6 | 2
30 | CCCn1nnc(NC(=S)NC(=O)c2ccccc2OC)n1 | 3 | -1 | -8 | -4 | -0.6 | 1 | -3 | 0 | -1
32 | O=C(COC(=O)/C=C/c1ccc(S(=O)(=O)N2CCOCC2)cc1)NCc1ccc(Cl)cc1 | -3 | -2 | -15 | -2 | -1.1 | 5 | 3 | -3 | -3
29 | O=C(Cc1cccc2ccccc12)NCC(=O)N1CCN(Cc2cccc(C(F)(F)F)c2)CC1 | -5 | -5 | -1 | 2 | -0.8 | -14 | 10 | -6 | -6
27 | C[C@H]1CNC(=O)c2c(C(=O)N3CCN(C(=O)OC(C)(C)C)CC3)ncn21 | -10 | -1 | -9 | -4 | -1.2 | . | -9 | -4 | -10

The results go on:
33) O=C1CC(NS(=O)(=O)c2cccnc2)CN1c1ccc(Cl)cc1 (stereo unspecified)
34) S=C(Nc1cccc(Cl)c1Cl)N1CCC2(CC1)OCCO2
35) C[C@@H](NC(=O)c1[nH]cnc1C(=O)Nc1cccc(Cl)c1)c1ccccc1
36) O=C(CN1CCSC1=O)N1CCN(S(=O)(=O)c2ccc(F)cc2)CC1
37) COc1ccc(S(=O)(=O)N(CC(=O)NCc2cccnc2)Cc2ccccc2)cc1
38) CCCC(=O)Nc1c(-c2ccccc2Cl)c(=O)c2ccccc2n1C
39) CCN(CC)CCNC(=O)c1cn(CC)c2ccc(S(=O)(=O)N(C)C)cc2c1=O
40) COc1ccc(CCNc2nc(-c3sc(N)nc3C)cs2)cc1OC

assay / compound	33	34	35	36	37	38	39	40
GC-A act	-1	4	-4	2	-1	-5	1	4
SMARCA2 act	3	-2	1	1	-5	-1	0	-3
ASAP1 GAP inh	4	7	14	0	-7	3	0	3
rCAG binder	-1	3	6	-3	-6	1	0	21
NR1D1 modulator	2	0	-4	0	0	-7	3	1
PG9 Ab binder	0.9	-0.6	1.2	1.8	-3.6	-2.4	0.8	-1.7
HTRA1 inhibitor	1	0	-24	-2	-3	-7	5	12
ARFGAP1 inhibitor	-9	8	7	8	4	1	3	19
ABHD4 inh	0	1	-27	6	-4	-2	1	5
NPR2 activator	-4	1	-4	0	-2	-1	-4	0

Entries of single compounds, quoted from the list. Screens in order: GC-A act | SMARCA2 act | ASAP1 GAP inh | rCAG binder | NR1D1 modulator | PG9 Ab binder | HTRA1 inhibitor | ARFGAP1 inhibitor | ABHD4 inh | NPR2 activator
Entry for `O=C(COC(=O)/C=C/c1ccc(S(=O)(=O)N2CCOCC2)cc1)NCc1ccc(Cl)cc1` : -3 | -2 | -15 | -2 | -2 | -1.1 | 5 | 3 | -3 | -3
Entry for `O=C(Cc1cccc2ccccc12)NCC(=O)N1CCN(Cc2cccc(C(F)(F)F)c2)CC1` : -5 | -5 | -1 | 1 | 2 | -0.8 | -14 | 10 | -6 | -6

Additional entries.
41) O=C(COc1ccc(F)c(Cl)c1)c1ccc[nH]1
42) CCCc1ccc2c(C)cccc2n1
43) CCN(C(=O)CCCCC(=O)N(CC)c1ccccc1)c1ccccc1
44) CC(Sc1nnc(Cc2ccc([N+](=O)[O-])cc2)o1)C(N)=O (stereo unspecified)
45) COc1cccc(=O)c2c(C)n(-c3cc(C)cc(C)c3)c(C)c12
46) Cc1ccc(S(=O)(=O)N(C)C)cc1NC(=O)c1ccc(OC(F)(F)F)cc1
47) O=C1c2ccccc2C(=O)C12OC(c1ccccc1)C1(C(=O)c3ccccc3C1=O)C2c1cccc([N+](=O)[O-])c1 (stereo unspecified)
48) Oc1ccc(-c2cn3cc(C(F)(F)F)ccc3n2)cc1

assay / compound	41	42	43	44	45	46	47	48
GC-A act	2	0	0	2	-5	-2	.	3
SMARCA2 act	-2	2	-2	-3	0	2	0	5
ASAP1 GAP inh	6	-14	-7	-13	2	5	2	4
rCAG binder	9	1	-7	0	9	1	4	2
NR1D1 modulator	-3	-2	2	-3	-4	3	.	4
PG9 Ab binder	-0.9	2.1	-0.8	-0.4	-0.7	-3.0	-0.8	-1.1
HTRA1 inhibitor	1	.	0	-9	36	0	.	4
ARFGAP1 inhibitor	0	9	-1	-3	14	0	4	-1
ABHD4 inh	0	0	-3	2	19	2	-9	-9
NPR2 activator	-2	-6	-3	-7	-2	-6	.	-2
